Screening data as filed in PubChem.
MBD2 DNA inh = blocks human MBD2 binding to methylated DNA; TR-FRET, MBD2 binding to methylated oligonucleotide; inhibition, % at 4.4 µM; 370,000 tested, 0.31% active; in the data active = inhibition above about 13%
Target sequence (Q9UBB5 whole entry, looked up): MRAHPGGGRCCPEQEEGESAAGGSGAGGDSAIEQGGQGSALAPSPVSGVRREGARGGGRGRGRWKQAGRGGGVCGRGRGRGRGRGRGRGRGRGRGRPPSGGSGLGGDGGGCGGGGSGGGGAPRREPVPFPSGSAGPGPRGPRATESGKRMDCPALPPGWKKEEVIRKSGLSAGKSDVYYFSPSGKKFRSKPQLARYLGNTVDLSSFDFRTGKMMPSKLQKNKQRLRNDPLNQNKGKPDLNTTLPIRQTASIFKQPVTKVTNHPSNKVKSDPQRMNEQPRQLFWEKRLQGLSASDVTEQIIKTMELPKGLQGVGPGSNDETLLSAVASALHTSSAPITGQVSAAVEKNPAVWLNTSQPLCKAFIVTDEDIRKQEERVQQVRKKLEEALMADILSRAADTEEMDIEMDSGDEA
GC-B act = GC-B (human) receptor activation | activation, % at 10 µM | 370,000 tested, 0.11% active | HEK293-GC-B cells, CNP EC30, cGMP TR-FRET; 0% at EC30 CNP, 100% saturating CNP | P20594;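 active = activation at 10 µM reaching about 35% in either raw or pattern-adjusted values, limit read from the data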
TDP2 absorb = TDP2 (human) inhibition, absorbance primary screen. O95551. recombinant TDP2, T5PNP hydrolysis, p-nitrophenol absorbance 415 nm. inhibition, % at 12.8 µM. 370,000 tested, 0.34% active;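 active = inhibition above the mean of all tested compounds plus 3 SD, set per campaign, cut at about 25% in these data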;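 also: 0% = DMSO with enzyme and 100% = buffer with substrate but no TDP2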
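System – recombinant human TDP2 · Quantity – TDP2 enzyme at 120 nM final · Doses – single concentration, 12.8 µM nominal, with 1% DMSO · Incubation – 2 h at 37 °C · Measured by – epi absorbance of p-nitrophenol freed from T5PNP by hydrolysis · Read-out – % inhibition relative to enzyme-containing and enzyme-free wells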
LEDGF integ inh = blocks HIV-1 LEDGF/p75-dependent DNA integration. TR-FRET IN-LEDGF/p75 DNA integration, Eu/Cy5. inhibition, % at 3.7 µM. AID 743269. 370,000 tested, 0.64% active;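 active = inhibition above the screen-wide mean plus 3 SD, cut at about 13% in these data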;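 also: signal is the Cy5 over europium emission ratio at 671 and 618 nm; 0% = plate median of compound wells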
HTRA1 inh = blocks human HTRA1 serine peptidase; recombinant HTRA1, FP-rhodamine activity-based probe, fluorescence polarization; inhibition, % at 5.96 µM; 340,000 tested, 0.5% active; AID 504803; in the data active = inhibition above about 36%;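 also: 0% = enzyme with DMSO and 100% = wells lacking enzyme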
rCAG RNA binder = binds r(CAG) RNA repeats; r(CAG) RNA repeat, TO-PRO-1 dye displacement fluorescence; 370,000 tested, 1.3% active; inhibition, % at 3 µM;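 active = inhibition above the plate cutoff, the mean of all test compounds on that plate plus 3 SD, cut at about 35% in these data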;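 also: 0% = DMSO alone and 100% = 100 µM mitoxantrone as full dye displacement; higher means more dye released from RNA so lower well fluorescence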
PRMT1 inh = PRMT1 (human) inhibition, primary screen; inhibition, % at 2.79 µM; recombinant PRMT1, activity-based probe fluorescence polarization; 370,000 tested, 1.3% active;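 active = inhibition above about 21% made by adding two undisclosed values, limit read from the data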
Target sequence (Q99873 whole entry, looked up): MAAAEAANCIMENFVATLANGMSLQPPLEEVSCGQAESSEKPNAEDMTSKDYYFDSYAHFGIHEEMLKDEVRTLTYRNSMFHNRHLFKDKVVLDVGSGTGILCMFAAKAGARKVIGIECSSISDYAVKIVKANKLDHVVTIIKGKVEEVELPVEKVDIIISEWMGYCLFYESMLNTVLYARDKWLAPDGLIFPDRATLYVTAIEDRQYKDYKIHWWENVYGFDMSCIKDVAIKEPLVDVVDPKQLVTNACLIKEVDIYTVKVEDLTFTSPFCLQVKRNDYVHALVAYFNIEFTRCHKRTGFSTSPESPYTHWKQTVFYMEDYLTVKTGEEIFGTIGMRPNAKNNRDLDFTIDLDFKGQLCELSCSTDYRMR
TCR-CD3 inh = human TCR-CD3 binding inhibition. 360,000 tested, 0.37% active. inhibition, % at 9.4 µM. TAMRA-labeled TCR probe fluorescence, biochemical; in the data active = inhibition above about 19%;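 also: recombinant mutant TCR 2C K166C tagged with TAMRA read by polarization; 0% = receptor in buffer alone and 100% = receptor with positive control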
SIAE primary = inhibitors of human sialic acid acetylesterase SIAE; Q9HAT2; SIAE FP-Rh probe binding, fluorescence polarization; inhibition, % at 9.66 µM; 370,000 tested, 0.69% active; AID 1053197;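 active = inhibition above a cutoff: mean of compounds within the control limits plus 3 SD of those, cut at about 17% in these data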;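 also: 0% = plate median of compound wells and 100% = probe without SIAE protein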
mABHD4 FP = inhibitors of mouse ABHD4 | Q8VD66 | purified mABHD4, FP-Rh probe fluorescence polarization | inhibition, % at 8.92 µM | 370,000 tested, 0.54% active | AID 720543;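 active = inhibition exceeding the mean over every tested compound plus 3 SD, cut at about 30% in these data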;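 also: 0% = plate median of compound wells and 100% = S159A mutant with DMSO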
Target sequence (Q8VD66 whole entry, looked up): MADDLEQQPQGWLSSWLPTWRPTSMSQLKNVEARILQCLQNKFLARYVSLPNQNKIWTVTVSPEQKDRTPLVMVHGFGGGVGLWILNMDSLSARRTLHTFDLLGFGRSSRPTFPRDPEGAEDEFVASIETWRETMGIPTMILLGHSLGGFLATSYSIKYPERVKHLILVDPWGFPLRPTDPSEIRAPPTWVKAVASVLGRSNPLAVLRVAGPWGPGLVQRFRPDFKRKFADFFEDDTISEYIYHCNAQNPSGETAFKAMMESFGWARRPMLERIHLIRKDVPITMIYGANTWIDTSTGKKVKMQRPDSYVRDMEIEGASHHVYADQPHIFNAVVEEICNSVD
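Assay system: wild-type mouse ABHD4 protein; compound: single nominal dose of 8.92 µM, 0.89% DMSO final; schedule: 45 min + 60 min at 25 °C; measured by: FP readout, ex 525 nm / em 598 nm; evaluation: % inhibition of FP-Rh probe binding versus controls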
An asterisk follows results filed as active; . = no result given. Only part of the results is shown; rates above refer to the full screens.

SMILES	MBD2 DNA inh	GC-B act	TDP2 absorb	LEDGF integ inh	HTRA1 inh	rCAG RNA binder	PRMT1 inh	TCR-CD3 inh	SIAE primary	mABHD4 FP
COc1ccc(OCC(=O)Nc2cc(OC)cc(OC)c2)cc1	-0.7	-3.0	-1.0	0.5	-3.9	-3.3	0.8	2.9	0.2	-12.4
Cc1ccc(O)c(C2=Nc3ccccc3N=C(c3ccco3)C2)c1	4.0	1.3	-2.2	1.3	-6.5	5.8	2.1	-8.8	-5.0	0.1
CN(C)S(=O)(=O)c1ccc(NC(=O)COc2ncnc3sccc23)cc1	2.0	0.8	5.1	1.6	-15.4	10.0	2.6	-1.7	-19.8	-4.7
Cc1ccc(C(C)C)c(OCC(=O)NN=C2CCCCCCC2)c1	1.8	-3.2	0.8	0.0	1.8	1.2	-2.3	5.9	-6.2	0.6
O=C(NC1CCCCCC1)C1CC(=O)N(c2ccc(Cl)cc2)C1 (stereo not given)	2.3	-3.8	-3.1	-1.9	-1.9	0.8	-2.3	-6.3	-4.5	-2.8
O=S(=O)(Nc1ccc2cn[nH]c2c1)c1cc(Br)ccc1Br	6.0	-3.1	-4.3	-1.7	-4.9	18.1	10.9	-5.7	-7.6	-27.8
COc1ccccc1N1C(=O)CC(N2CCN(c3ccc(F)cc3)CC2)C1=O (stereo not given)	-1.6	-0.3	-2.6	-1.3	4.1	-2.2	7.8	-11.9	-2.6	2.2
COc1ccc2occ(C(=O)c3ccc(N=C(C)N(C)C)cc3)c2c1	-1.8	-7.9	-3.0	0.7	-14.0	1.0	-3.2	-1.2	10.4	-5.2
COc1ccc(OC)c(CNC(=O)c2cc(=O)[nH]c3ccc(S(=O)(=O)N4CCCC4)cc23)c1	5.3	-3.1	-4.3	-6.2	.	-2.0	-5.8	6.2	2.9	2.7
COc1ccc(C(=O)Nc2ccc3c(c2)OCCO3)cc1S(=O)(=O)N1CCOCC1	3.9	-2.8	-4.2	-1.3	5.8	-1.9	-4.8	-0.9	6.8	2.3
N#CC(C#N)=NNc1ccc(S(=O)(=O)N2CCCCC2)cc1	1.1	-3.1	-7.5	2.8	-7.3	45.5*	2.8	-0.6	0.3	8.7
Cc1ccc(NCc2nc(SCC(=O)Nc3ccccc3)n[nH]2)cc1	-2.4	2.8	5.0	-1.2	2.5	-0.3	-1.3	8.6	11.2	3.7
O=C(c1ccc(Cl)cc1)C1CCN(C(=O)NC2CCCCC2)CC1	10.7	0.2	-1.7	2.3	-5.1	-4.5	2.9	0.9	-3.3	-28.8
C=C1CCN([C@H](C(=O)O)C(C)C)S(=O)(=O)c2ccccc21	-3.2	3.4	6.7	-0.5	4.6	-1.8	-1.3	6.1	-6.0	2.0
Cc1ccc2[nH]c(=O)c(CN(C)C(=O)c3cccs3)cc2c1	-4.4	-4.8	-0.1	-1.5	5.1	0.9	-3.3	-1.5	-7.8	-4.1
CSc1nsc(SC)c1C(=O)N1CCN(S(=O)(=O)c2ccc(C)cc2)C1C(C)C (stereo not given)	-2.4	-13.4	12.1	-1.8	-20.5	5.2	8.0	-4.9	5.4	-16.5
O=C(CSCC(=O)NC1CC1)Nc1ccccc1	-3.7	4.6	5.9	0.8	-1.0	1.4	-2.4	5.0	3.7	-4.3
CCOC(=O)c1cc(-c2ccccc2)nc2c1c(C)nn2-c1ccccn1	-0.5	-3.9	-0.2	2.2	-36.1	3.2	-1.2	-2.4	-0.5	-11.1
Cc1ccc(S(=O)(=O)Nc2cccc(C(=O)NCCCN3CCCC3=O)c2)cc1F	-2.6	4.7	2.2	-2.5	2.9	-2.3	-0.9	-2.0	1.1	-0.6
COc1ccc(NS(=O)(=O)c2cccc(C(=O)NCC(c3ccc(OC)cc3)N3CCCCC3)c2)cc1 (stereo not given)	-5.8	-10.4	-4.6	7.0	1.8	3.2	-3.9	-3.2	10.2	-12.2

Some of the entries so far, as labelled records.
SMILES: Cc1ccc(O)c(C2=Nc3ccccc3N=C(c3ccco3)C2)c1
  MBD2 DNA inh: 4.0; GC-B act: 1.3; TDP2 absorb: -2.2; LEDGF integ inh: 1.3; HTRA1 inh: -6.5; rCAG RNA binder: 5.8; PRMT1 inh: 2.1; TCR-CD3 inh: -8.8; SIAE primary: -5.0; mABHD4 FP: 0.1
SMILES: N#CC(C#N)=NNc1ccc(S(=O)(=O)N2CCCCC2)cc1
  MBD2 DNA inh: 1.1; GC-B act: -3.1; TDP2 absorb: -7.5; LEDGF integ inh: 2.8; HTRA1 inh: -7.3; rCAG RNA binder: 45.5*; PRMT1 inh: 2.8; TCR-CD3 inh: -0.6; SIAE primary: 0.3; mABHD4 FP: 8.7
SMILES: O=C(CSCC(=O)NC1CC1)Nc1ccccc1
  MBD2 DNA inh: -3.7; GC-B act: 4.6; TDP2 absorb: 5.9; LEDGF integ inh: 0.8; HTRA1 inh: -1.0; rCAG RNA binder: 1.4; PRMT1 inh: -2.4; TCR-CD3 inh: 5.0; SIAE primary: 3.7; mABHD4 FP: -4.3

Following part.
SMILES	MBD2 DNA inh	GC-B act	TDP2 absorb	LEDGF integ inh	HTRA1 inh	rCAG RNA binder	PRMT1 inh	TCR-CD3 inh	SIAE primary	mABHD4 FP
C=CCNS(=O)(=O)c1ccc(OCC(=O)OCC)cc1	-0.7	3.6	5.2	-0.2	1.3	-4.0	-0.9	-5.4	0.0	5.3
CCCn1c2ccccc2c2cnn(CC(=O)NCCCN3C(C)CCCC3C)c(=O)c21 (stereo not given)	0.4	5.4	-15.1	-4.4	-2.1	2.6	4.0	-7.4	-3.5	0.1
C[C@]12c3[nH]c4ccccc4c3CCN1C(=O)C(CC(=O)NCCN1CCOCC1)C[C@@H]2C(=O)N1CCCCC1 (stereo not given in full)	-7.0	1.5	14.0	-3.2	11.7	0.1	3.2	5.6	-4.0	1.0
CCOC(=O)N(C)c1c(CC)nc2c(OCc3ccc(S(C)(=O)=O)cc3)cccn12	-8.5	8.9	4.0	1.1	.	6.2	1.0	0.1	11.1	10.5
COc1cnc(SCc2c(Cl)cccc2Cl)nc1Cl	1.3	-2.8	-5.8	1.5	-18.8	-1.2	0.7	-8.4	2.5	0.9
COc1ccc(NC(=O)c2cc3c(CO)cnc(C)c3oc2=Nc2cccc(F)c2)c(OC)c1	-2.0	-4.3	-1.4	4.8	-1.1	4.2	1.2	2.0	5.4	10.0
CCc1nc2ccc(C(=O)Nc3cccc(OC)c3)cn2c1N(CCC(C)C)CCN(C)C	0.8	0.2	-3.6	-1.1	.	-1.1	-3.7	-2.0	10.2	-0.7
CCn1cc(C(=O)O)c(=O)c2cc(F)c(N/N=C/c3ccccc3[N+](=O)[O-])cc21	-5.0	2.8	7.0	1.4	-1.8	0.8	-1.5	-1.0	3.5	-3.4
CCc1nc2c(OCc3c(C)noc3C)cccn2c1N(C=O)Cc1ccccc1	2.3	9.1	-8.1	-0.1	.	1.2	3.4	-6.4	-1.8	2.5
Cc1nc2ncnn2c(C)c1CCC(=O)NCc1ccc2c(c1)OCO2	7.2	0.3	8.3	-2.5	2.1	-0.8	4.1	2.1	1.1	5.5
O=C(CCN=C1NS(=O)(=O)c2ccccc21)OCc1nnc(-c2ccccc2)o1	-1.4	-5.3	3.4	0.2	1.8	0.7	-2.3	-1.2	1.6	-1.3
Cc1cc(O)c(C(=O)/C=C/c2ccccc2Br)c(=O)o1	-2.8	-6.3	-8.1	-2.0	-8.9	28.1	0.5	1.0	-9.0	-29.3
CC1CCC2C(=O)N(c3cccc(OS(=O)(=O)c4ccccc4)c3)C(=O)C2C1 (stereo not given)	1.0	2.8	7.9	-1.6	0.3	-4.0	1.2	-7.4	-0.9	1.6
Cn1c(=O)c2c(-c3ccc(C(C)(C)C)cc3)n(N3CCOCC3)cc2n(C)c1=O	2.7	-1.2	-2.9	2.8	-5.5	-0.1	-1.7	4.4	0.9	0.4
COC(C[C@H](O)[C@@H](C)[C@@H](O)COCc1ccccc1)OC	-5.3	6.1	-8.1	0.8	5.8	-1.5	0.4	3.1	-1.2	11.6
CC(=O)NCC(=O)NNC1CC(=O)N(c2cccc(Cl)c2)C1=O (stereo not given)	0.8	6.4	-4.6	-2.2	7.2	4.8	10.9	-5.1	-1.0	1.9
CCOC(=O)c1c(C)c(C(=O)Nc2ccc3c(c2)OCO3)c(C)n1C	1.9	0.0	-8.7	3.2	-2.2	1.7	2.9	1.3	5.4	-7.7
COc1ccc(COc2ccccc2C(N)=O)cc1F	5.9	8.2	-12.0	-3.8	-1.2	-0.5	4.0	-0.9	-3.3	-19.5
O=C(NNC(=O)c1cccs1)c1ccc(Br)cc1	0.4	-4.5	15.8	-0.3	3.4	1.5	-2.6	2.0	2.9	-2.5
Cc1ccc(S(=O)(=O)N2CCC(C(=O)Nc3ccccc3N3CCCC3)CC2)cc1C	-3.2	-2.8	1.4	-0.7	-5.2	-0.7	-0.6	1.4	10.8	-14.8
CCn1c(O)c(N=NC(=O)c2ccc(CSc3nncn3C)cc2)c2ccccc21	-7.5	0.8	-11.6	0.4	0.9	-0.6	-1.8	-1.3	-5.8	2.6
COc1ccccc1Oc1c(C)oc2c(CN3CCN(CCO)CC3)c(O)ccc2c1=O	-1.4	4.4	3.4	1.9	.	1.1	1.2	-0.4	-0.4	-1.2
CCN(CC)CCNS(=O)(=O)c1ccc(Cl)cc1	5.4	-10.3	-8.2	-4.5	2.4	-1.9	3.8	-2.1	-9.6	-14.1
COc1ccc(S(=O)(=O)N(C)C)cc1NC(=O)CN1CCN(C(=O)C2CC2)CC1	-4.9	4.9	1.7	2.8	4.3	1.8	3.1	4.1	8.8	3.7
COc1ccc(NS(=O)(=O)c2ccc3nc(COc4ccc(C#N)cc4)[nH]c3c2)cc1	1.1	-1.9	1.8	-4.3	-44.4	15.1	4.7	-10.4	-38.5	-30.9
Cc1c(NS(=O)(=O)c2cccc(C(=O)NCc3ccc(Cl)cc3)c2)c(=O)n(-c2ccccc2)n1C	5.5	-2.3	-4.3	2.2	-0.4	-1.6	-1.2	-11.0	-2.4	-10.8
CCOC(=O)c1ccc(COC(=O)CNC(=O)CNC(=O)Cc2ccccc2)cc1	5.0	3.7	-2.4	0.0	-2.5	-8.0	-0.5	-6.7	4.9	2.9
COc1cccc(NC(=O)CSc2nnc(NC(=O)C3CCC3)s2)c1	-3.0	2.8	4.5	0.8	-1.8	3.2	-2.4	8.2	3.4	-11.5
CCOC(=O)C1CCCN(C(=O)CCC(=O)Nc2ccc3nc(N4CCOCC4)cc(C)c3c2)C1 (stereo not given)	1.5	9.9	10.1	-0.2	2.0	-7.8	-1.0	-4.1	0.8	0.1
O=C1COc2ccc(C(=O)COC(=O)CNC(=O)c3ccccc3)cc2N1	0.6	4.1	-3.3	-2.8	0.2	1.8	2.1	-2.6	0.5	3.8
CCCCCCNC(=O)CNC(=S)N(Cc1cccs1)C1CCCCC1	-0.9	-3.0	-11.1	2.7	-35.7	-10.5	3.0	7.2	-1.3	17.0
CC1=C(c2ccccc2)[N+](=O)C2(CCCCC2)N1[O-]	1.3	-1.6	14.0	4.2	-2.2	-1.7	-1.6	-9.1	-3.8	-0.2
CCOc1c2ccc(C(=O)NCc3cc(C(F)(F)F)cc(C(F)(F)F)c3)cc2nn1CCOC	-3.5	-3.9	-10.6	-1.8	-6.7	-9.7	-1.6	-3.3	4.8	-5.1
CCOC(=O)c1[nH]c(C)c(/C(O)=C2\C(=O)C(=O)N(CCCN(C)C)C2c2cccnc2)c1C (stereo not given)	-3.5	0.7	6.9	0.2	0.8	0.5	-0.8	1.8	1.3	5.2
